Compound activity: PubChem BioAssay, National Center for Advancing Translational Sciences (NCATS)
Epigenetic derep = derepresses silenced GFP reporter in murine cells; murine LDR cells, GFP reporter derepression, 30 h; Potency, µM (series often up to 53.9 µM), for the others: top-dose GFP activation, most hits filed as activators; actives 0.2% (n = 280,000); AID 1865; further: potency means the concentration at half of the fitted maximal effect; % of control where 0% means no effect; nearly all actives have a fitted effect of over 60% in size
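In this reporter-derepression format, murine cells bearing a silenced integrated CMV-GFP locus incubate with test compound (30 h, 37 C), then are washed and imaged; fluorescent objects of 20–120 um count as induced cells.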
Luc counter = blocks Kinase-Glo luciferase, a counter-screen artifact | actives 0.28% (n = 200,000) | Kinase-Glo luciferase, ATP luminescence, 8 min | Potency, µM (doses to about 38.3 µM), inactives show at the top dose activity change, negative = inhibition, actives largely listed as inhibitors; further: potency means the concentration at half of the fitted maximal effect; on the % scale 0 is the no-effect control and ±100 the full control effect; nearly all actives have a fitted effect of over 60% in size
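Substrate mix (final 50 mM imidazole pH 7.2, 50 mM KCl, 7 mM MgCl2, 10 uM ATP, 0.01% Tween 20, 0.05% BSA) plus pin-tool compound, then Kinase-Glo detection mix; 8 min ambient, luminescence read.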
aGal spleen mod = alpha-galactosidase A (human) modulation | P06280 | human spleen homogenate, 4MU-alpha-Gal fluorescence, 40 min | Potency, µM (top dose mostly 80 µM), without a hit: top-dose activity change, negative = inhibition, usual class: inhibitors | actives 0.008% (n = 240,000);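 further: potency means the concentration at half of the fitted maximal effect; 0% = enzyme with vehicle and -100% = no enzyme basal signal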
Target sequence (P06280 32-429 limits assumed): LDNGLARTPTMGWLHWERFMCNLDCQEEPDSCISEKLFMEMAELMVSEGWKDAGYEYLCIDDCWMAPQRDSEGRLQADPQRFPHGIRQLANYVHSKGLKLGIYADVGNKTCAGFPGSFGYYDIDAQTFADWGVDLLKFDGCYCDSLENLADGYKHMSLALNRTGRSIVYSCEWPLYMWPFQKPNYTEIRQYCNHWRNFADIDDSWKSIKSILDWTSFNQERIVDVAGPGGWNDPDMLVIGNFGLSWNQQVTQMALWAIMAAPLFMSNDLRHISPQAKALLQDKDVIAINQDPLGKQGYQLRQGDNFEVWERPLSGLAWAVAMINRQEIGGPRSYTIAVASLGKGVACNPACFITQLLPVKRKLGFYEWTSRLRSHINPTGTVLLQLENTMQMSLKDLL
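Human spleen homogenate (1 ug) was the enzyme source, with 4-methylumbelliferyl-alpha-D-galactopyranoside (1 mM final) in pH 5.0 citrate buffer with 0.01% Tween-20. Compounds were titrated; after 40 min at 37C, NaOH/glycine stop, 4-MU fluorescence read; AC50 from Hill fits.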
LMNA splice mod = LMNA splicing modulation | HeLa LMNA splicing GFP/RFP minigene ratio, 48 h | Potency, µM (doses to about 46.1 µM), inactives show at the top dose ratio change, negative = inhibition, most hits filed as inhibitors | actives 0.01% (n = 200,000) | AID 1487; active means well fitted inhibition curve with a large enough effect in the signal ratio, with a control signal flat, not every such curve was filed as active; inconclusive means small, poorly fitted or top-dose-only effect, or effect the other way, or a change in a side signal; the % refers to the signal ratio; further: potency means the concentration at half of the fitted maximal effect; on the % scale 0 is the no-effect control and ±100 the full control effect
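S3 HeLa cells stably expressing lamin A-EGFP splicing minigene plus DsRed2, 600 cells/well, 48 h compound exposure at 37C. Laser-scanning cytometry; analysed as GFP (500-530 nm)/RFP (575-640 nm) total intensity ratio; 0.5% DMSO vehicle.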
NPSR antag = antagonists of human neuropeptide S receptor cAMP signaling | actives 1% (n = 220,000) | Q6W5P4 | CHO-NPSR cells, cAMP TR-FRET, antagonist mode | Potency, µM (top dose mostly 38.3 µM), without a hit: at the top dose activity change, negative = inhibition, most hits filed as inhibitors; further: potency means the concentration at half of the fitted maximal effect; on the % scale 0 is the no-effect control and ±100 the full control effect; nearly all actives have a fitted effect of over 50% in size; many of its hits are not listed in these tables
Target sequence (Q6W5P4 whole entry, looked up): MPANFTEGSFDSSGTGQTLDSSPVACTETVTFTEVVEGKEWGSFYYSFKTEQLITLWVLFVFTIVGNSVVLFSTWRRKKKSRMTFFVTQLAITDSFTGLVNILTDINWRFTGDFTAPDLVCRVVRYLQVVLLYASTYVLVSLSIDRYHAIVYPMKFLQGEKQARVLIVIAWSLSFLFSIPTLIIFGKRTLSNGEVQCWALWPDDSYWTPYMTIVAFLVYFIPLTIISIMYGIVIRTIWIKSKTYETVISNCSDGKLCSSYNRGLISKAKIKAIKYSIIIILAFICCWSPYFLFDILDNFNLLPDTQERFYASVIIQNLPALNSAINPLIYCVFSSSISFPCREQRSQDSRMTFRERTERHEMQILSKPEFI
CBFb RUNX1 block = blocks binding between human CBF-beta and RUNX1; AlphaScreen CBFb-His/RUNX1-biotin binding, biochemical; Potency, µM (highest dose often 59.8 µM), without a hit: top-dose activity, negative = inhibition, hits mostly inhibitors; 230,000 tested, under 10 active; AID 1477; further: % of control where 0% means no effect
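CBFb-His/RUNX1-biotin, 30 nM each, preincubated 20 min RT; compound 15 min RT; Ni + streptavidin beads 50 ng each, 90 min RT; AlphaScreen read.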
IMPase Li inh = membrane-permeable IMPase blocker, potentiated with lithium | CHO-M1 cells, IP1 TR-FRET (IP-One), carbachol + lithium | Potency, µM (top dose mostly 59.4 µM), inactives show at the top dose activity, negative = IMPase inhibition, actives largely listed as inhibitors | actives 0.35% (n = 210,000) | AID 1457;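 further: IP1 builds up when IMPase is blocked and the TR-FRET signal falls; potency means the concentration at half of the fitted maximal effect; plate controls were basal vehicle for no effect and high inhibitor control for full effect; nearly all actives have a fitted effect of over 50% in size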
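Concentration–response in CHO-M1 cells, lithium-potentiated; 30 min at 37C. IP1 detected by competitive TR-FRET after 10 min lysis at RT. Hill-fitted AC50.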
Numbers without * were called inactive; ? = inconclusive; . = not tested or not shown; & = joins results of further samples; [ ] = remark or other dose. Unless noted, the call rests on the fitted dose curve; in most records, active means well fitted curve in the direction sought with a large enough effect; inconclusive means small, poorly fitted or top-dose-only effect, or another doubt; inactive means no such curve, though single readings can be large; an effect the other way counts as inactive or inconclusive. Only part of the results is shown; the hit share may differ from the screen's.

SMILES	Epigenetic derep	Luc counter	aGal spleen mod	LMNA splice mod	NPSR antag	CBFb RUNX1 block	IMPase Li inh
CCOc1ccc2c(c1)-c1c(ssc1=S)C(C)(C)N2C(=O)c1ccco1	0.1%	3%	-5%	?	-59%	.	8%
CC(C)(C)c1ccc(/C=C/C(=O)O)s1	-1.2%	3%	3%	.	3%	6%	5%
O=C(CCCNS(=O)(=O)c1ccc(Cl)c(Cl)c1)NCCc1ccccn1	0.4%	2%	3%	.	4%	13%	2%
CCOC(=O)c1c(C2CC2)csc1NC(=O)CSCc1c(C)noc1C	-1.1%	-2%	1%	?	-15%[46.1 µM]	9%	17%[38.3 µM]
CCOC(=O)c1c[nH]c2c(C)cc(C)cc2c1=O	-1.1%	-3%	-5%	2%	5%[46.1 µM]	4%	-23%[38.3 µM]
COC(=O)C/C=C\[C@@H](C)[C@@H](/C=N\O[C@@H](C)c1cn([C@H]2COC[C@H]2O)nn1)NS(=O)(=O)c1ccc(C)cc1	1.1%[10.1 µM]	.	12%[17.5 µM]	.	.	10%[13.1 µM]	.
CCCCCCCCCC(=O)Nn1cnc2ccccc2c1=O	0.5%	1%	-5%	?	-5%	15%	-1%
Cc1nnc(SCc2cccc(CSc3nnc(C)s3)c2)s1	0.0%	-2%	-2%	?	-3%[46.1 µM]	3%	20%[38.3 µM]
CCn1c(CCCOc2ccc(Cl)cc2Cl)nnc1SCC(=O)Nc1cccc(F)c1	1.0%	-2%	27%	8%	-27%[46.1 µM]	4%	13%[38.3 µM]
CCN(CC)S(=O)(=O)c1cccc(-c2n[nH]c(=S)n2/N=C/c2ccc(Br)cc2)c1	-1.0%	1%	-7%	?	-44%	-3%	-3%
CC1CCCCN1C(=O)c1cccc(NC(=O)c2ccccc2)c1 (stereo not given)	-4.8%	2%	5%	.	0%	-2%	-16%
CCOc1ccc(C(=O)NCC(=O)OCC(=O)N2CCC(C)CC2)cc1	0.1%	-4%	3%	2%	2%[46.1 µM]	-1%	21%[38.3 µM]
CCN(CCO)Cc1cc(=O)oc2c(C)c(C)ccc12	-0.7%	-5%	-30%	0%	-8%[46.1 µM]	11%	-9%[38.3 µM]
O=C(CSc1nc2ccccc2s1)Nc1ccc(N2CCOCC2)c(Cl)c1	-1.0%	3%	-1%	-9%	12%	-4%	9%
Cc1ccc2c(c1)nnn2C1CCN(S(=O)(=O)c2ccc(C(=O)O)cc2)CC1	0.0%	5%	3%	4%[46 µM]	-8%	-14%	1%
CCOC(=O)c1cc2c(=O)n3ccccc3nc2n(CC2CCCO2)c1=NC(=O)/C=C/c1ccccc1 (stereo not given)	-0.1%	-3%	?	-10%[9.22 µM]	-22%	5%	14%
Cc1occc1-c1nnc(SCC(=O)c2ccc(Cl)cc2)n1CC1CCCO1 (stereo not given)	0.9%	-2%	7%	9%[0.0737 µM]	-5%[46.1 µM]	-5%	4%[38.3 µM]
Cc1cccc(C(=O)Nc2ccccc2N2CCN(c3ccc(F)cc3)CC2)c1	-0.1%	1%	-3%	?	-40%	0%	9%
CN1CCN(C(=O)C2=C[C@H](c3ccc(Br)cc3)C[C@H](OCCCCO)O2)CC1	0.4%	.	1%	.	-11%	3%	-3%
O=C(/C=C/c1ccc(Cl)cc1)NCc1ccco1	1.1%	-3%	-9%	9%	-4%	5%	6%
COC(=O)COc1ccc(S(=O)(=O)Nc2ccc3c(c2)OCCO3)cc1Cl	-2.6%	-4%	7%	7%	-10%[46.1 µM]	0%	-4%[38.3 µM]
CC1CCCCN1C(=O)CSc1nc(-c2ccccc2)cn1N (stereo not given)	-1.4%	1%	-5%	1%[46 µM]	15%	-2%	3%
COc1ccc2nc(C)cc(SCC(=O)N/N=C/c3c(OC)ccc4ccccc34)c2c1	-1.1%	-1%	-1%	-18%	-10%	11%	4%
O=C(Nc1ccc2nc(-c3cccs3)[nH]c2c1)c1ccco1	2.0%	-5%	0%	-5%	6%[46.1 µM]	4%	-6%
CCNc1ncc2nc(CCc3ccccc3)c(=O)n(C[C@H]3CCCO3)c2n1	.	.	18%	?	.	.	0%

New compounds follow:
SMILES	Epigenetic derep	Luc counter	aGal spleen mod	LMNA splice mod	NPSR antag	CBFb RUNX1 block	IMPase Li inh
NC(=O)C(c1cccc(Cl)c1)c1ncc(C(F)(F)F)cc1Cl (stereo not given)	0.0%	3%	-4%	9%	-12%[46.1 µM]	-6%	0%[38.3 µM]
COc1ccc(C(CC(=O)O)n2cnnn2)cc1 (stereo not given)	-0.2%	.	1%	.	13%	2%	-4%
N#CC1=C2SCN(Cc3ccccc3)CN2C(=O)CC1c1ccc2c(c1)OCO2 (stereo not given)	0.0%	-3%	7%	-7%	-10%[46.1 µM]	-19%	7%
Oc1ccc(/C=N/N2CCOCC2)c(O)c1O	1.3%	-12%	0%	4%[46 µM]	1%	?	12%
N/C(=N\OC(=O)c1cccc2ccccc12)c1ccncc1	0.1%	.	-7%	.	-1%	9%	.
CCCC(=O)N(c1ccc(OC)cc1)C1C=CS(=O)(=O)C1 (stereo not given)	0.0%	-2%	-3%	0%	-12%[46.1 µM]	10%	15%[38.3 µM]
CC(C)c1cc(C(=O)NCCc2ccccc2)no1	1.8%	0%	1%	.	-14%	6%	-7%
CC(SCc1ccccc1)C(=O)NC1CCCC1 (stereo not given)	-1.1%	4%	-4%	-15%	-8%[46.1 µM]	1%	21%[38.3 µM]
Cc1ccc2c(c1)N(CCCC(=O)NCCC1=CCCCC1)C(=O)CO2	-2.2%	-6%	?	-7%	-12%[46.1 µM]	5%	3%[38.3 µM]
Cc1[nH]c2ccccc2c1C(c1ccccn1)N1CCCC1 (stereo not given)	1.0%	0%	5%	?	17%	2%	9%
CS(=O)(=O)N1CCN(S(=O)(=O)c2ccccc2[N+](=O)[O-])CC1	-1.3%	4%	-1%	-2%[46 µM]	-9%	2%	-5%
CC(C)c1ccc2[nH]c3c(c2c1)CCCC3=O	1.1%	0%	8%	-11%[9.22 µM]	10%	8%	0%
CCOC(=O)C1C(c2ccc(OC)cc2)N(C)OC1(O)C(F)(F)F (stereo not given)	-0.3%	7%	-5%	-10%[46 µM]	-1%	18%	0%
Cc1cccc(NS(=O)(=O)c2cc(C(=O)N3CCOCC3)ccc2Cl)c1	0.0%	-6%	7%	.	-9%	-4%	3%
COC(=O)C1=C(C)NC(C)=C([N+](=O)[O-])[C@@H]1c1ccccc1C(F)(F)F	4.6%&0.5%	1%[39.9 µM]	-9%&5%	.	.	4%	-6%&9%
Cc1noc(C)c1COC(=O)[C@H](C)NS(=O)(=O)c1ccc(Cl)c(Cl)c1	0.8%	0%	8%	-3%	-17%[46.1 µM]	5%	27%[38.3 µM]
CC1=C(CC(=O)c2ccccc2)C(=O)c2ccccc2C1=O	-2.0%	-4%	-6%	?	-3%[46.1 µM]	-23%	2%[38.3 µM]
CCC(C)(NC(=O)CNC(C)=O)C(=O)NC1CCCCC1 (stereo not given)	-1.0%	-2%	-4%	5%	6%[46.1 µM]	0%	16%[38.3 µM]
COc1ccc(N2CCN(C(=O)CCc3ccc(S(=O)(=O)NC(C)(C)C)cc3)CC2)cc1	-5.6%	.	-1%	.	-3%	-2%	.
COc1ccc(C(=O)NCCCc2nc3ccccc3n2Cc2ccccc2C)cc1OC	-4.3%	-1%	-7%	-14%	-12%	4%[2.36 µM]	14%
CCOC(=O)N1CCN(C(=O)CCC(=O)N2CCOc3ccc(C)cc32)CC1	-1.9%	.	-2%	6%	-15%[46.1 µM]	6%	.
CCOC(=O)c1c(C)n(C)c2cc(CN(C)C)c(O)c(S(=O)(=O)c3ccccc3)c12	-0.1%	-3%	-17%	-5%[46 µM]	-5%	8%	3%
COc1ccccc1N1CCN(C(=O)CCCCn2c(=O)[nH]c3ccsc3c2=O)CC1	2.7%	15%	2%	2%	-5%[46.1 µM]	3%	-7%[38.3 µM]
CN(Cc1ccccc1)C(=O)[C@H]1CCC(=O)N1Cc1ccco1	0.7%	-2%	2%	2%	10%[46.1 µM]	1%	26%[38.3 µM]
Cc1ccc(-n2c(Cc3cccn3C)nnc2SCC(=O)Nc2ccc3c(c2)OCO3)cc1	1.0%	-2%	3%	14%	-19%[46.1 µM]	?	-7%[38.3 µM]

Next section.
SMILES	Epigenetic derep	Luc counter	aGal spleen mod	LMNA splice mod	NPSR antag	CBFb RUNX1 block	IMPase Li inh
COc1ccc(C(C)=O)cc1CN1C(=O)NC(CC(C)C)C1=O (stereo not given)	0.2%	5%	6%	4%[46 µM]	-9%	7%	-6%
N=C1C(c2nc3ccccc3s2)=C(O)CN1Cc1ccco1	0.0%	3%	-2%	1%	-27%[46.1 µM]	-5%	16%[38.3 µM]
Cc1ccnc(NC(=O)CCCc2ccccc2)c1	-0.9%	-2%	-1%	-13%	-1%	19%	8%
CCCCOC(=O)Nc1ccc(C)c(Cl)c1	-1.4%	-8%	-13%	7%	-6%[46.1 µM]	12%	26%[38.3 µM]
C#CC(CC)(CC)NC(=O)Nc1ccccc1C(=O)OC	-0.4%	-1%	-7%	-3%[46 µM]	-3%	11%	7%
COc1ccc(-c2nc3cnc(OCc4ccccc4)nc3n(CCC#N)c2=O)cc1	.	.	-4%	?	.	.	22µM*
Cc1cc(=O)cc(C)n1-c1ccccc1N1CCOCC1	0.0%	-2%	-4%	0%	4%[46.1 µM]	9%	5%
N#Cc1c(C(F)(F)F)cc(C2CC2)nc1N1CCCC1	-0.4%	0%	17%	?	-17%[46.1 µM]	?	4%[38.3 µM]
O=C1COc2ccc(C(=O)C[n+]3cccc(O)c3)cc2N1	1.1%	.	1%	8%[46 µM]	-31%	3%	.
COc1cccc(Nc2ccccc2C(=O)O)c1	-4.5%	-1%	-4%	4%[46 µM]	-21%	-2%	0%
CC(=O)Nc1ccc(S(=O)(=O)N(C)CC(=O)OCC(=O)N2CCc3ccccc32)cc1	-0.7%	2%	9%	-4%	?	1%	11%[38.3 µM]

Ordered by heavy-atom count (high to low): some entries from above
SMILES	Epigenetic derep	Luc counter	aGal spleen mod	LMNA splice mod	NPSR antag	CBFb RUNX1 block	IMPase Li inh
C#CC(CC)(CC)NC(=O)Nc1ccccc1C(=O)OC	-0.4%	-1%	-7%	-3%[46 µM]	-3%	11%	7%
N#Cc1c(C(F)(F)F)cc(C2CC2)nc1N1CCCC1	-0.4%	0%	17%	?	-17%[46.1 µM]	?	4%[38.3 µM]
COc1cccc(Nc2ccccc2C(=O)O)c1	-4.5%	-1%	-4%	4%[46 µM]	-21%	-2%	0%
CCCCOC(=O)Nc1ccc(C)c(Cl)c1	-1.4%	-8%	-13%	7%	-6%[46.1 µM]	12%	26%[38.3 µM]
